Efflux pump inh = inhibitors of Candida antifungal efflux pumps expressed in yeast | inhibition, % at 10 µM | S. cerevisiae Candida pump triplex, Nile Red efflux | 330,000 tested, 0.44% active | AID 485275;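 active means plate passing quality check with inhibition over a set limit, or well fluorescence over plate mean plus 4 SD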;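 further: Nile Red retained in pooled yeast measured as flow cytometry median fluorescence; 0% = buffer negative control and 100% = Enniatin B positive control; higher means more Nile Red kept so more efflux inhibition; some compounds called inactive have numbers as strong as hits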
GLD-1 RNA inh = GLD-1-TGE RNA interaction inhibition (C. elegans); purified GLD-1 + fluorescein TGE RNA, fluorescence polarization; inhibition, % at 5.96 µM; 320,000 tested, 0.44% active; AID 2280;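 active means percent inhibition above a per-plate cutoff, the plate mean of test compounds plus 3 SD, cut at about 30% in these data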;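 further: 0% = DMSO wells with GLD-1 and probe and 100% = wells lacking GLD-1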
Target sequence (Q17339 whole entry, looked up): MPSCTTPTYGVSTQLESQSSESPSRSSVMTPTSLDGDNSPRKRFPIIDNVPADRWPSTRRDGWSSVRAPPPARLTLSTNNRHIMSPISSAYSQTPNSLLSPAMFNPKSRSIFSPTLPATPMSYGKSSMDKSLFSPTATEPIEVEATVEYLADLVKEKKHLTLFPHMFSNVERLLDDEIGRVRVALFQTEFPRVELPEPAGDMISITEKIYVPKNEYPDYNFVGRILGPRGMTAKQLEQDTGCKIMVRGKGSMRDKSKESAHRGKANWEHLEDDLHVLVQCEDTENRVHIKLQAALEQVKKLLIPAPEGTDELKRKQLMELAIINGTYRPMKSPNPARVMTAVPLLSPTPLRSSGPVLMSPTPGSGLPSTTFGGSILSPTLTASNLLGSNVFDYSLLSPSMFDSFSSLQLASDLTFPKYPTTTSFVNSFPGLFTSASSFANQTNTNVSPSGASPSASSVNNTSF
Fam108B inh = blocks mouse Fam108B hydrolase in RBBP9 counter-screen | recombinant Fam108B, FP-Rh probe fluorescence polarization | inhibition, % at 9.51 µM | 300,000 tested, 0.33% active | AID 1947;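 active means inhibition above the screen mean inhibition plus 3 SD, computed separately per campaign, cut at about 18% in these data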;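 further: inhibitors lower polarization as less probe binds the enzyme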
CR mimetic SO = caloric restriction mimetics inhibiting age-related superoxide in yeast. S. cerevisiae aged cells, superoxide DHE fluorescence; hits give low values. superoxide response (% of plate mean), % at 10 µM. 330,000 tested, 0.18% active;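 active means superoxide response under a set limit, about three screen SD below normal, cut at about 65% in these data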;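 further: yeast aged for seven days with compound at 30 °C before DHE staining; 100% = average MFI of all compound-treated wells on the plate with controls excluded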
ZTA DNA inh = blocks Epstein-Barr virus ZTA, an EBNA-1 counter-screen; AID 2234; 320,000 tested, 0.15% active; ZTA-DNA binding, fluorescence polarization; P03206; inhibition, % at 11 µM; in the data active means inhibition above about 33%
MCL1-BIM inh = MCL1-BIM-BH3 interaction inhibition (human); GST-MCL1 / FITC-Bim-BH3 fluorescence polarization; inhibition, % at 10.9 µM; 320,000 tested, 0.68% active; AID 2057;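 active means inhibition above the mean inhibition of all tested compounds plus 3 SD, set per campaign, cut at about 40% in these data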;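 further: 0% = DMSO wells and 100% = unlabeled Bim-BH3 peptide control; higher means more loss of mP so more displacement of Bim peptide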
Target sequence (Q07820 whole entry, looked up): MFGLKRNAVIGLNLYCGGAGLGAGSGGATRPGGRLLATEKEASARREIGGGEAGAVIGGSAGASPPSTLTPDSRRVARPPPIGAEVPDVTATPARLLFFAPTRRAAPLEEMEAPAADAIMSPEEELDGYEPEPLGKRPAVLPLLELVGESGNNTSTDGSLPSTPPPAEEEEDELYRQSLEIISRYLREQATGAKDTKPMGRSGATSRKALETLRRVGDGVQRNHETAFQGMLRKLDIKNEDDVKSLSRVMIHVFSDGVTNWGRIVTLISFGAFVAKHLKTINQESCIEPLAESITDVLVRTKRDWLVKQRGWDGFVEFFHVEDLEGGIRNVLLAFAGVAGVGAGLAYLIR
EBNA-1 inh = blocks EBNA-1 binding to DNA | EBNA-1 DNA binding, fluorescence polarization | inhibition, % at 14.8 µM | 300,000 tested, 0.34% active | AID 1950; in the data active means inhibition above about 28%
Bcl-xL primary = Bcl-xL (human) inhibition. 320,000 tested, 0.7% active. inhibition, % at 10.9 µM. Q07817. GST-Bcl-xL / FITC-Bim BH3 peptide fluorescence polarization;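 active means inhibition above the mean of all tested compounds plus 3 SD, cutoff set per campaign, cut at about 30% in these data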;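 further: 0% = DMSO wells and 100% = unlabeled Bim-BH3 peptide competitor; inhibitors lower millipolarization by displacing the labeled peptide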
Target sequence (Q07817 whole entry, looked up): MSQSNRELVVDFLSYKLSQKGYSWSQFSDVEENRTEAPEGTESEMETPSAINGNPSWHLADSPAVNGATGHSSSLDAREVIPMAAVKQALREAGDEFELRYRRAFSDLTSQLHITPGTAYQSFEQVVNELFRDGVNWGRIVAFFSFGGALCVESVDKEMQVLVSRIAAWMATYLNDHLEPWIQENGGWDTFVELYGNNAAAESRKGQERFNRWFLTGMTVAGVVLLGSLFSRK
MEX-5 binding = C. elegans MEX-5 TCR-2 RNA binding activity; Q9XUB2; MEX-5/FITC-TCR2 RNA binding, fluorescence polarization; hits give low values; activity score (negative = inhibition of binding), % at 10 µM; 300,000 tested, 0.38% active; AID 1832;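 active means inhibition past about -25% in most replicates, and total fluorescence under double the plate's negative control median, limit read from the data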;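 further: 0% = DMSO and -100% = 5 µM competing unlabeled TCR2 RNA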
Starred values were filed as active, the others as inactive.

`CCOC(=O)/C(C#N)=C/C1=C(N2CCCC2)CC(C)(CC)OC1` (stereo not drawn) gave Efflux pump inh 0.0, GLD-1 RNA inh 1.6, Fam108B inh 1.4, CR mimetic SO 82.1, ZTA DNA inh -15.4, MCL1-BIM inh 5.2, EBNA-1 inh 4.1, Bcl-xL primary 4.5 and MEX-5 binding -2.2.
`Oc1ccc(N2CCN(c3ccnc4cc(Cl)ccc34)CC2)cc1` gave Efflux pump inh -0.1, GLD-1 RNA inh -0.5, Fam108B inh 2.7, CR mimetic SO 84.2, ZTA DNA inh 10.4, MCL1-BIM inh 30.9, EBNA-1 inh 10.9, Bcl-xL primary 28.1 and MEX-5 binding -0.6.
Screening CN=c1c([N+](=O)[O-])nn(-c2ccc3c(c2)OCCO3)n1O returned Efflux pump inh -0.1, GLD-1 RNA inh -5.8, Fam108B inh 0.6, CR mimetic SO 116.7, ZTA DNA inh -10.8, MCL1-BIM inh 4.0, EBNA-1 inh -3.2, Bcl-xL primary 3.2 and MEX-5 binding -0.5.
Screening COC(=O)c1ccc(OC)c(CSc2nnc(COc3ccc(Cl)cc3)o2)c1 returned Efflux pump inh 0.0, GLD-1 RNA inh 4.5, Fam108B inh -10.4, CR mimetic SO 125.7, ZTA DNA inh -5.5, MCL1-BIM inh 0.2, EBNA-1 inh 2.2, Bcl-xL primary 1.5 and MEX-5 binding 3.3.
Screening CC(C)C(=O)N=C1NC(=O)CS1 returned Efflux pump inh 0.4, GLD-1 RNA inh 1.8, Fam108B inh 0.9, CR mimetic SO 99.4, ZTA DNA inh 0.9, MCL1-BIM inh 10.2, EBNA-1 inh -7.7, Bcl-xL primary 4.4 and MEX-5 binding -1.8.
`CN(C)c1cc(NC(=O)CN2CCCC2)c2ccccc2n1` gave Efflux pump inh 0.2, GLD-1 RNA inh -2.2, Fam108B inh 0.9, CR mimetic SO 97.3, ZTA DNA inh -7.4, MCL1-BIM inh 4.2, EBNA-1 inh -1.4, Bcl-xL primary 1.4 and MEX-5 binding -1.5.
Nn1c(SCC(=O)Nc2ccc3c(c2)OCCO3)nnc(CCC(=O)O)c1=O was read as Efflux pump inh -0.2, GLD-1 RNA inh 1.5, Fam108B inh 4.7, CR mimetic SO 95.4, ZTA DNA inh -8.2, MCL1-BIM inh -15.1, EBNA-1 inh 6.3, Bcl-xL primary -4.9 and MEX-5 binding -0.3.
COCCCNC(=O)Cn1nc(-c2ccccc2OC)ccc1=O was read as Efflux pump inh 0.1, GLD-1 RNA inh -3.9, Fam108B inh -2.6, CR mimetic SO 104.3, ZTA DNA inh -1.7, MCL1-BIM inh 1.4, EBNA-1 inh -0.3, Bcl-xL primary -2.8 and MEX-5 binding -0.1.
`COc1ccc(-c2nc(CS(=O)CC(=O)NC3CCCC3)c(C)o2)cc1` (stereo not drawn) gave Efflux pump inh 0.0, GLD-1 RNA inh 7.4, Fam108B inh 0.6, CR mimetic SO 80.8, ZTA DNA inh 2.7, MCL1-BIM inh 4.3, EBNA-1 inh -1.1, Bcl-xL primary 2.5 and MEX-5 binding -1.7.
CCC(=O)NC(=S)Nc1ccc(-c2nc3ccccc3s2)cc1 was read as Efflux pump inh 0.1, GLD-1 RNA inh 3.0, Fam108B inh -5.5, CR mimetic SO 102.9, ZTA DNA inh 9.9, MCL1-BIM inh 9.1, EBNA-1 inh -2.7, Bcl-xL primary 1.5 and MEX-5 binding -2.5.
Screening Cn1cccc1/C=C1\SC(=Nc2cccc(O)c2)NC1=O returned Efflux pump inh 0.1, GLD-1 RNA inh -9.0, Fam108B inh 3.8, CR mimetic SO 103.0, ZTA DNA inh -14.1, MCL1-BIM inh -5.9, EBNA-1 inh 6.8, Bcl-xL primary -0.4 and MEX-5 binding -2.4.
Cc1cccc(NC(=O)CSCC(=O)Nc2nnc(C3CC3)s2)c1 was read as Efflux pump inh 0.1, GLD-1 RNA inh 0.4, Fam108B inh -2.3, CR mimetic SO 104.1, ZTA DNA inh 2.3, MCL1-BIM inh -9.6, EBNA-1 inh 4.8, Bcl-xL primary 0.9 and MEX-5 binding 0.1.
O=C(Nc1cccc(O)c1)c1cccc(S(=O)(=O)Nc2cccc(O)c2)c1 was read as Efflux pump inh 0.0, GLD-1 RNA inh 0.4, Fam108B inh 0.4, CR mimetic SO 107.7, ZTA DNA inh -4.6, MCL1-BIM inh -5.8, EBNA-1 inh -15.5, Bcl-xL primary 8.7 and MEX-5 binding 0.3.
CN1CCN(C2CCCCCC2)CC1 was read as Efflux pump inh 0.0, GLD-1 RNA inh -8.5, Fam108B inh 1.2, CR mimetic SO 130.9, ZTA DNA inh -19.1, MCL1-BIM inh -1.8, EBNA-1 inh -16.8, Bcl-xL primary 4.1 and MEX-5 binding 0.1.
Screening O=c1[nH]nc(Cc2ccccn2)c2ccccc12 returned Efflux pump inh -0.1, GLD-1 RNA inh 5.4, Fam108B inh 4.8, CR mimetic SO 133.1, ZTA DNA inh 3.9, MCL1-BIM inh 6.4, EBNA-1 inh 1.4, Bcl-xL primary 3.8 and MEX-5 binding -4.1.
Screening COc1ccc(CC2SC(=Nc3ccc(F)cc3)NC2=O)cc1 (stereo not drawn) returned Efflux pump inh -0.2, GLD-1 RNA inh -5.6, Fam108B inh 0.2, CR mimetic SO 100.1, ZTA DNA inh 3.9, MCL1-BIM inh -0.2, EBNA-1 inh 7.9, Bcl-xL primary 1.7 and MEX-5 binding -0.5.
Screening O=C(/C=C/NCc1ccc(F)cc1)c1ccccc1 returned Efflux pump inh 0.1, GLD-1 RNA inh 3.7, Fam108B inh 6.0, CR mimetic SO 82.4, ZTA DNA inh 6.8, MCL1-BIM inh 2.7, EBNA-1 inh 8.9, Bcl-xL primary 6.6 and MEX-5 binding -0.3.
For COc1ccc(/C=C/C(=O)OCC(=O)Nc2ccc(Cl)c(S(=O)(=O)N(C)C)c2)cc1OC the results were Efflux pump inh -8.3, GLD-1 RNA inh 1.7, Fam108B inh -11.6, CR mimetic SO 104.9, ZTA DNA inh 15.7, MCL1-BIM inh -5.8, EBNA-1 inh 6.7, Bcl-xL primary 1.9 and MEX-5 binding -2.7.
Screening COc1ccc(C(=O)CCC(=O)Nc2cc(Cl)c(O)c(Cl)c2)cc1 returned Efflux pump inh -0.1, GLD-1 RNA inh -1.6, Fam108B inh 5.3, CR mimetic SO 86.3, ZTA DNA inh 0.1, MCL1-BIM inh 15.4, EBNA-1 inh -15.8, Bcl-xL primary 8.1 and MEX-5 binding 0.3.
Screening O=c1cc(-c2ccccc2)nc(SCc2ccc(F)cc2)[nH]1 returned Efflux pump inh -0.1, GLD-1 RNA inh 2.3, Fam108B inh -6.4, CR mimetic SO 85.0, ZTA DNA inh -9.4, MCL1-BIM inh 3.4, EBNA-1 inh 8.3, Bcl-xL primary 3.7 and MEX-5 binding -1.4.
`Cc1ccc2nc(SCC(=O)N/N=C/c3ccc(C(=O)O)cc3)cc(C)c2c1` gave Efflux pump inh -0.1, GLD-1 RNA inh 0.8, Fam108B inh -0.8, CR mimetic SO 104.3, ZTA DNA inh -10.6, MCL1-BIM inh -3.0, EBNA-1 inh -7.7, Bcl-xL primary 0.2 and MEX-5 binding -3.1.
Screening Cc1cc2oc3c(c(=O)c2cc1C)C(c1cccc(Br)c1)N(Cc1ccco1)C3=O (stereo not drawn) returned Efflux pump inh 0.0, GLD-1 RNA inh -14.1, Fam108B inh -9.1, CR mimetic SO 95.2, ZTA DNA inh 3.2, MCL1-BIM inh 1.9, EBNA-1 inh 5.5, Bcl-xL primary 7.0 and MEX-5 binding -0.2.
O=C(CSc1nnnn1Cc1ccccc1)NC1CCCCC1 was read as Efflux pump inh 0.1, GLD-1 RNA inh -7.7, Fam108B inh 5.0, CR mimetic SO 114.3, ZTA DNA inh -14.3, MCL1-BIM inh 3.4, EBNA-1 inh 2.2, Bcl-xL primary -2.0 and MEX-5 binding 3.4.
Screening O=C(O)c1cnc(-c2ccccc2)nc1Sc1ccccc1Cl returned Efflux pump inh -0.2, GLD-1 RNA inh -2.7, Fam108B inh -6.8, CR mimetic SO 115.3, ZTA DNA inh 5.1, MCL1-BIM inh 5.8, EBNA-1 inh 4.0, Bcl-xL primary 0.0 and MEX-5 binding -2.0.
For CCc1ccc(C2NC(=S)NC3=C2C(=O)CCC3)cc1 (stereo not drawn) the results were Efflux pump inh 0.0, GLD-1 RNA inh 2.4, Fam108B inh -2.4, CR mimetic SO 107.9, ZTA DNA inh -4.0, MCL1-BIM inh 11.1, EBNA-1 inh 3.5, Bcl-xL primary 3.9 and MEX-5 binding 3.4.
Screening COc1ccc(C(C(=O)NC2CCCCC2)N(C(=O)c2ccco2)c2ccccc2C(C)=O)cc1OC (stereo not drawn) returned Efflux pump inh 0.3, GLD-1 RNA inh -6.4, Fam108B inh 1.2, CR mimetic SO 114.6, ZTA DNA inh 3.4, MCL1-BIM inh -7.8, EBNA-1 inh -12.3, Bcl-xL primary -1.6 and MEX-5 binding -0.7.
For Cc1cccc(-n2c(CNC(=O)COc3ccccc3)nnc2SCC(=O)Nc2nccs2)c1 the results were Efflux pump inh -0.2, GLD-1 RNA inh 0.3, Fam108B inh 0.3, CR mimetic SO 110.2, ZTA DNA inh 3.9, MCL1-BIM inh 1.6, EBNA-1 inh 7.8 and Bcl-xL primary 4.2.
C#CCn1c(=O)c2c(ncn2C)n(C)c1=O was read as Efflux pump inh 0.1, GLD-1 RNA inh 7.0, Fam108B inh 1.5, CR mimetic SO 103.6, ZTA DNA inh -13.0, MCL1-BIM inh 2.7, EBNA-1 inh -2.7, Bcl-xL primary 1.0 and MEX-5 binding 0.2.
`COc1ccc(CN(C)S(=O)(=O)c2nnc(NC(=O)c3cccc(C)c3)s2)cc1OC` gave Efflux pump inh 0.2, GLD-1 RNA inh 4.6, Fam108B inh 0.3, CR mimetic SO 95.6, ZTA DNA inh 1.8, MCL1-BIM inh 1.3, EBNA-1 inh -6.1, Bcl-xL primary -1.7 and MEX-5 binding 1.2.
For CC(NC(=O)COC(=O)CCc1nc2ccccc2c(=O)[nH]1)c1ccccc1 (stereo not drawn) the results were Efflux pump inh -0.2, GLD-1 RNA inh 8.8, Fam108B inh -1.5, CR mimetic SO 94.3, ZTA DNA inh 18.4, MCL1-BIM inh -3.9, EBNA-1 inh 5.4, Bcl-xL primary 1.8 and MEX-5 binding -0.8.
CCn1c2ccccc2c2cc(NC(=O)CSc3nnc(-c4ccc(OC)cc4)n3N)ccc21 was read as Efflux pump inh -0.1, GLD-1 RNA inh 0.9, Fam108B inh 2.6, CR mimetic SO 93.9, ZTA DNA inh -10.4, MCL1-BIM inh 4.2, EBNA-1 inh 7.3, Bcl-xL primary 2.1 and MEX-5 binding 3.7.
For COCc1c(C(=O)NC2CCCCC2)sc2cccc(F)c12 the results were Efflux pump inh 0.1, GLD-1 RNA inh 0.4, CR mimetic SO 103.4, ZTA DNA inh -6.7, MCL1-BIM inh 7.4 and Bcl-xL primary 2.9.
`C#CCOCCOCCOCCNc1nc(N2CCN(C(=O)[C@H](CCCCN)n3cc(C(N)CO)nn3)CC2)nc(N2CCN(C(=O)[C@H](CCCCN)n3cc(C(N)COC(=O)C(F)(F)F)nn3)CC2)n1` (stereo partly drawn) gave Efflux pump inh 0.0, GLD-1 RNA inh -0.8, Fam108B inh -2.9, CR mimetic SO 96.5, ZTA DNA inh 15.8, MCL1-BIM inh -5.5, EBNA-1 inh 10.6, Bcl-xL primary 4.8 and MEX-5 binding -0.3.

From PubChem
